Screening results deposited in PubChem by National Center for Advancing Translational Sciences (NCATS).
AmpC detergent = AmpC beta-lactamase inhibition with detergent present | AmpC hydrolysis of nitrocefin, absorbance 480 nm, 0.01% Triton | Potency, µM (highest dose often 114 µM), for the others: at the highest dose activity change, negative = inhibition, usual class: inhibitors | actives 0.041% (n = 370,000) | AID 485294;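 note: potency is the fitted concentration of half-maximal effect; 0% = no-compound wells and -100% = no-enzyme wells; nearly all actives have a fitted effect of over 25% in size; some results filed as inactive show a strong effect at the top dose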
Target sequence (P00811 whole entry, looked up): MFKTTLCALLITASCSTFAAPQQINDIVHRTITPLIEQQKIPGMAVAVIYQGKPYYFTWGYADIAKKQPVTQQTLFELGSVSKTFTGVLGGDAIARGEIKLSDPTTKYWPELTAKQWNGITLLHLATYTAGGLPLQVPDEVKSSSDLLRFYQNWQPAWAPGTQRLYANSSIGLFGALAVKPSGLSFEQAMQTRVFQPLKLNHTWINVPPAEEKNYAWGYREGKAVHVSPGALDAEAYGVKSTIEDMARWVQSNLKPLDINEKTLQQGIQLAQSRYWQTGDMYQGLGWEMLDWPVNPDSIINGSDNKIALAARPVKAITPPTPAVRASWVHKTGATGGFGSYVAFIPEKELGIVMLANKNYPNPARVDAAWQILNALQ
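AmpC (5.3 nM in the dispensed reagent) in 20 mM phosphate pH 7.0 with 0.01% (detergent screen) or 0.0001% Triton X-100 was preincubated with compounds for 15 min at room temperature. Nitrocefin was then added from an 800 uM solution, and hydrolysis was followed at 480 nm.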
TbPYK inhibitor = blocks Trypanosoma brucei pyruvate kinase; Q57TT1; TbPYK enzyme, Kinase-Glo Plus ATP luminescence, 45 min; Potency, µM (highest dose often 76.8 µM), inactives show at the top dose activity, negative = inhibition, actives largely listed as inhibitors; actives 0.12% (n = 410,000); AID 624173; note: potency is the fitted concentration of half-maximal effect; nearly all actives have a fitted effect of over 50% in size
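T. brucei PYK with substrate was exposed to pin-transferred compounds across a concentration series, then started with 130 uM ADP (final). After 45 min at room temperature, Kinase-Glo Plus luminescence was read, normalized and curve-fitted.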
HCV inhibitor = HCV inhibition; Potency, µM (top dose mostly 41.8 µM), without a hit: at the highest dose activity change, negative = inhibition, most hits filed as inhibitors; actives 3.4% (n = 340,000); Huh7.5.1 HCVcc-Cre infection, luciferase reporter, 44 h; note: potency is the fitted concentration of half-maximal effect
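Compounds are dispensed onto cells plated 4 h earlier at 1,000 per well, with HCVcc-Cre virus (about 0.5 moi) added next. Following 44 h of culture, luminescent signal is measured for 15 sec after 15 min with substrate at room temperature.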
LmPK inh = LmPK (Leishmania mexicana) enzyme inhibition | Q27686 | Potency, µM (doses to about 57.5 µM), without a hit: at the top dose activity change, negative = inhibition, usual class: inhibitors | purified LmPK, Kinase-Glo ATP luminescence, 1 h | actives 0.37% (n = 290,000); note: potency is the fitted concentration of half-maximal effect
Target sequence (Q27686 whole entry, looked up): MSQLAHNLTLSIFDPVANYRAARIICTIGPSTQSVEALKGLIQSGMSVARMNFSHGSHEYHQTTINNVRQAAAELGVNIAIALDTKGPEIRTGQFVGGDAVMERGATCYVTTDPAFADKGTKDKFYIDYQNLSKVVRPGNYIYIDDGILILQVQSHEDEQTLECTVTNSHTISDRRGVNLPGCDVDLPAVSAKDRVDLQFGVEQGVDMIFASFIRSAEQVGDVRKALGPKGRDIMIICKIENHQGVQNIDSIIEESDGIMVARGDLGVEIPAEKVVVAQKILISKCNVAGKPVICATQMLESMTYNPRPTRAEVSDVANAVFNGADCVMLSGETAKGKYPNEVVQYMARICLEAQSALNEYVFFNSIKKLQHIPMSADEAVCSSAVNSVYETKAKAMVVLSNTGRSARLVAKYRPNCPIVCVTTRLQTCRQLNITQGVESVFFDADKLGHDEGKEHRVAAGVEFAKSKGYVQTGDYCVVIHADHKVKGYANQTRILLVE
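Purified LmPK (0.1 nM) converted ADP (0.1 mM) to ATP with PEP (0.5 mM) in imidazole buffer pH 7.2 with KCl and MgCl2, 1 h at room temperature. ATP was read by Kinase-Glo luminescence; data normalized to uninhibited and no-enzyme controls.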
HCMV antiviral = human cytomegalovirus inhibition; HFF cells, HCMV-luciferase reporter, 72 h; active compounds read low; activity change, negative = inhibition, % at 57.5 µM; actives 4.5% (n = 410,000); AID 1259415; in the data active = activity change below about -60%; inconclusive = no clear call, values can overlap the other calls; inactive = above about -39%
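Luciferase read-out from HCMV-luciferase-infected HFFs (MOI 1 PFU/cell) 72 h post infection at 37C; compounds added after 16 h cell attachment; activity normalized between buffer-only basal and Salinomycin (10uM) inhibitor controls.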
AmpC inh no detg = AmpC beta-lactamase inhibition without detergent; P00811; actives 0.52% (n = 330,000); Potency, µM (top dose mostly 57.1 µM), inactives show top-dose activity change, negative = inhibition, usual class: inhibitors; AmpC nitrocefin hydrolysis, absorbance 480 nm, 0.0001% Triton;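 note: potency is the fitted concentration of half-maximal effect; plate controls were no compound for no effect and no enzyme for full effect; nearly all actives have a fitted effect of over 20% in size; some results filed as inactive show a strong effect at the top dose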
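AmpC (5.3 nM in the dispensed reagent) in 20 mM phosphate pH 7.0 with 0.01% (detergent screen) or 0.0001% Triton X-100 was preincubated with compounds for 15 min at room temperature. Nitrocefin was then added from an 800 uM solution, and hydrolysis was followed at 480 nm.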
AMA1-RON2 inh = disrupts binding of P. falciparum AMA1 to RON2. AlphaScreen AMA1-biotinylated RON2 peptide binding. actives 0.2% (n = 360,000). Potency, µM (doses to about 58.2 µM), for the others: top-dose activity change, negative = inhibition, most hits filed as inhibitors;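 note: potency is the fitted concentration of half-maximal effect; 0% = vehicle wells and -100% = peptide control; nearly all actives have a fitted effect of over 45% in size; some results filed as inactive show a strong effect at the top dose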
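AMA1 (3D7) with his tag at 25 nM final met compounds first, then biotinylated RON2 peptide at 25 nM; detection used donor plus acceptor beads, 10 µg/mL apiece, read by AlphaScreen after 30 min at room temperature.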
* marks the source's active call; other numbers are inactive results; & = joins results of further samples; [ ] = another dose, or the depositor's remark. Unless noted, calls come from the whole dose curve; as a rule, active = well fitted curve in the direction sought with a large enough effect; inconclusive = small, poorly fitted or top-dose-only effect, or another doubt; inactive = no such curve, though single readings can be large; an effect the other way counts as inactive or inconclusive. Unless noted, % is set by controls: 0 for no effect and ±100 for the full control effect.

What do the screens show for `CN(C(=O)c1cc(-c2ccccc2)on1)C1CCCCC1`?
AmpC detergent: -10.0%; TbPYK inhibitor: -3.9%; HCV inhibitor: -12.8%; LmPK inh: 2.5%; HCMV antiviral: 32.6; AmpC inh no detg: 5.2%; AMA1-RON2 inh: -0.3%

Results for O=C(NCCc1ccccc1)c1cccc(S(=O)(=O)NCc2ccccc2)c1 ?
AmpC detergent: 0.0%; TbPYK inhibitor: 2.6%; HCV inhibitor: inconclusive; HCMV antiviral: -20.2; AmpC inh no detg: -28.4%; AMA1-RON2 inh: 11.6%

What do the screens show for `CCOC(=O)C(=CNc1cc(C)ccc1C)C(=O)OCC`?
AmpC detergent: -13.3%; TbPYK inhibitor: -3.7%; HCV inhibitor: -45.3%; LmPK inh: -1.8%; HCMV antiviral: -33.3; AmpC inh no detg: 18.1%; AMA1-RON2 inh: 24.2%

Results for O=C(CN(c1ccccc1F)S(=O)(=O)c1ccccc1)N1CCCCCC1 ?
AmpC detergent: -1.0%; TbPYK inhibitor: -0.9%; HCV inhibitor: 14.4%; LmPK inh: 7.8%; HCMV antiviral: 29.9; AmpC inh no detg: 40.7%; AMA1-RON2 inh: -3.0%

How did COc1ccc(C(=O)NCC(C)CN(C)C)cc1 (stereo not drawn) do in these assays?
AmpC detergent: -8.4%; TbPYK inhibitor: -10.6%; HCV inhibitor: 2.5%; LmPK inh: 3.3%; HCMV antiviral: -9.5; AmpC inh no detg: -28.5%; AMA1-RON2 inh: 9.3%

What do the screens show for `CCn1c(C)nc2cc(S(=O)(=O)N3CCCC3)ccc21`?
AmpC detergent: inconclusive; TbPYK inhibitor: -7.2%; HCV inhibitor: -15.8%; LmPK inh: -1.9%; HCMV antiviral: 22.1; AmpC inh no detg: -22.3%; AMA1-RON2 inh: 6.9%

How did COc1ccc(-n2nc(C(=O)N3CCCCC3)c3c4ccccc4n(C)c3c2=O)cc1Cl do in these assays?
AmpC detergent: 2.4%; TbPYK inhibitor: 1.2%; HCMV antiviral: 1.6

What do the screens show for `CC(=O)c1cccc(NC(=O)CN2C=NS(=O)(=O)c3ccc(C)cc32)c1`?
AmpC detergent: 1.7%&-2.2%; TbPYK inhibitor: -6.7%&-12.9%; HCV inhibitor: -1.2%; LmPK inh: -0.6%; HCMV antiviral: 4.1&20.6; AmpC inh no detg: -32.4%; AMA1-RON2 inh: -9.7%

How did CCN(C(=O)COC(=O)c1c(C)c(-c2ccccc2)nc2ccccc12)C1CCS(=O)(=O)C1 (stereo not drawn) do in these assays?
AmpC detergent: inconclusive; TbPYK inhibitor: 0.5%; HCV inhibitor: 12.6µM*; LmPK inh: -2.0%; HCMV antiviral: 3.1; AmpC inh no detg: 64.3%[activator]; AMA1-RON2 inh: -9.8%

What do the screens show for `Cc1c(NC(=S)NC(NC(=O)C(C)C)C(Cl)(Cl)Cl)c(=O)n(-c2ccccc2)n1C` (stereo not drawn)?
AmpC detergent: -10.9%; TbPYK inhibitor: -14.2%; HCV inhibitor: -4.3%; LmPK inh: -4.3%; HCMV antiviral: 2.1; AmpC inh no detg: 3.8%; AMA1-RON2 inh: -1.1%

What do the screens show for `CCc1ccc2nc(/N=C(\N)NC(=O)c3ccccc3)nc(C)c2c1`?
AmpC detergent: 2.3%; TbPYK inhibitor: -0.6%; HCV inhibitor: inconclusive; LmPK inh: 2.4%; HCMV antiviral: -5.4; AmpC inh no detg: 12.0%; AMA1-RON2 inh: 8.4%

How did COc1cccc(-n2c(O)c(C=NCc3ccccn3)c3ccccc3c2=O)c1 do in these assays?
AmpC detergent: 2.4%; TbPYK inhibitor: 1.0%; HCV inhibitor: -19.7%; LmPK inh: 2.4%; HCMV antiviral: 35.2; AmpC inh no detg: 32.8%; AMA1-RON2 inh: 61.0%[activator]

How did Oc1ccc(N=Nc2ccc3c(c2)OCCO3)c2cccnc12 do in these assays?
AmpC detergent: -4.8%; TbPYK inhibitor: 4.1%; HCV inhibitor: inconclusive; LmPK inh: -3.5%; HCMV antiviral: -98.4*; AmpC inh no detg: 34.8%; AMA1-RON2 inh: 2.4%

What do the screens show for `O=C(NCc1ccccc1Cl)c1ccc(Cn2c(SCc3ccccc3)nc3cccnc32)cc1`?
AmpC detergent: 2.9%; TbPYK inhibitor: -3.7%; HCMV antiviral: 8.5

Results for COc1ccc(Cl)cc1-c1nc(SCC(=O)N(C)C)n[nH]1 ?
AmpC detergent: 2.8%; TbPYK inhibitor: 4.0%; HCV inhibitor: -24.9%; LmPK inh: 5.8%; HCMV antiviral: 33.0; AmpC inh no detg: 1.6%; AMA1-RON2 inh: 1.5%

How did O=C1c2cccc3cccc(c23)C(=O)N1CC1CCN(CC(O)COc2ccc3ccccc3c2)CC1 (stereo not drawn) do in these assays?
AmpC detergent: -1.0%; TbPYK inhibitor: -3.7%; HCV inhibitor: 7.94µM*; LmPK inh: 1.8%; HCMV antiviral: -19.5; AmpC inh no detg: -31.6%; AMA1-RON2 inh: inconclusive

How did O=C(NCc1ccc(Cl)s1)C1CCC(=O)N(CCc2cccc(F)c2)C1 (stereo not drawn) do in these assays?
AmpC detergent: inconclusive; TbPYK inhibitor: 0.0%; HCV inhibitor: 15.6%; LmPK inh: 8.4%; HCMV antiviral: 15.2; AmpC inh no detg: 60.1%[activator]; AMA1-RON2 inh: 2.1%

Results for CN(C)CCCn1c2c(c(SCC(=O)Nc3ccc4c(c3)OCO4)nc1=O)CCCC2 ?
AmpC detergent: 2.3%; TbPYK inhibitor: 4.3%; HCV inhibitor: 8.9%; HCMV antiviral: inconclusive; AmpC inh no detg: 24.0%; AMA1-RON2 inh: -8.6%

Results for C=CCOc1ccc(CN(C)CC(O)COc2ccc(CCC(C)=O)cc2)cc1 (stereo not drawn) ?
AmpC detergent: -11.8%; TbPYK inhibitor: 8.1%; HCV inhibitor: inconclusive; LmPK inh: -2.9%; HCMV antiviral: -12.6; AmpC inh no detg: 40.9%; AMA1-RON2 inh: -11.7%

How did O=C(O)CCSc1nnc(SCC(=O)NC2CCS(=O)(=O)C2)s1 (stereo not drawn) do in these assays?
TbPYK inhibitor: -21.5%; HCV inhibitor: 4.9%; HCMV antiviral: 29.0; AmpC inh no detg: -14.1%; AMA1-RON2 inh: 10.8%

Retrieved one by one from the list above:
How did O=C1c2cccc3cccc(c23)C(=O)N1CC1CCN(CC(O)COc2ccc3ccccc3c2)CC1 (stereo not drawn) do in these assays?
AmpC detergent: -1.0%; TbPYK inhibitor: -3.7%; HCV inhibitor: 7.94µM*; LmPK inh: 1.8%; HCMV antiviral: -19.5; AmpC inh no detg: -31.6%; AMA1-RON2 inh: inconclusive

How did Oc1ccc(N=Nc2ccc3c(c2)OCCO3)c2cccnc12 do in these assays?
AmpC detergent: -4.8%; TbPYK inhibitor: 4.1%; HCV inhibitor: inconclusive; LmPK inh: -3.5%; HCMV antiviral: -98.4*; AmpC inh no detg: 34.8%; AMA1-RON2 inh: 2.4%

Continued:
How did CCCCOc1ccc(C(=O)NCC(=O)NCC2CCCO2)cc1 (stereo not drawn) do in these assays?
AmpC detergent: -10.6%; TbPYK inhibitor: -5.2%; HCV inhibitor: 15.2%; LmPK inh: -1.4%; HCMV antiviral: 1.6; AmpC inh no detg: 1.0%; AMA1-RON2 inh: 12.4%

How did Cc1sc2ncnc(SCC(=O)NNC(=O)COc3cccc4ccccc34)c2c1C do in these assays?
AmpC detergent: -4.6%; TbPYK inhibitor: 0.1%; HCV inhibitor: inconclusive; LmPK inh: -1.7%; HCMV antiviral: -36.3; AmpC inh no detg: -8.0%; AMA1-RON2 inh: 48.9%[activator]

How did Cc1ccc(C(=O)c2sc(Nc3ccc(F)cc3)nc2N)c(C)c1 do in these assays?
AmpC detergent: 3.8%; TbPYK inhibitor: -13.6%; HCMV antiviral: inconclusive

What do the screens show for `NC(=O)c1ccc(NC(=O)CCN=C2NS(=O)(=O)c3ccccc32)cc1`?
AmpC detergent: -10.9%; TbPYK inhibitor: 2.6%; HCV inhibitor: 19.9%; HCMV antiviral: -22.0; AmpC inh no detg: -24.1%; AMA1-RON2 inh: 9.5%

How did CC(C)C(=O)Nc1nnc(SCC(=O)NCc2cccs2)s1 do in these assays?
AmpC detergent: -0.4%; TbPYK inhibitor: -2.3%; HCV inhibitor: 9.1%; LmPK inh: -0.2%; HCMV antiviral: -91.8*; AmpC inh no detg: -8.7%; AMA1-RON2 inh: 35.3%[activator]

How did COc1cccc(S(=O)(=O)N2CCOCC2)c1 do in these assays?
AmpC detergent: -5.6%; TbPYK inhibitor: -2.5%; HCV inhibitor: 10.2%; LmPK inh: -5.6%; HCMV antiviral: 2.0; AmpC inh no detg: -3.4%; AMA1-RON2 inh: 8.3%

Results for NS(=O)(=O)c1ccc(C(=O)Nc2ccc(-c3nc4cccnc4s3)cc2)cc1 ?
AmpC detergent: -3.3%; TbPYK inhibitor: -8.7%; HCV inhibitor: inconclusive; LmPK inh: -0.2%; HCMV antiviral: 19.9; AmpC inh no detg: -34.2%; AMA1-RON2 inh: 5.2%

What do the screens show for `O=C(c1ccc(F)cc1)C1CCN(C(=O)NCc2ccccc2)CC1`?
AmpC detergent: inconclusive; TbPYK inhibitor: 2.7%; HCV inhibitor: inconclusive; LmPK inh: 1.3%; HCMV antiviral: -37.1; AmpC inh no detg: 0.6%; AMA1-RON2 inh: 2.7%

What do the screens show for `O=C(CSc1ccc(Cl)cc1)N1CCN(c2c(Cl)cccc2[N+](=O)[O-])CC1`?
AmpC detergent: 5.7%; TbPYK inhibitor: 2.1%; HCV inhibitor: inconclusive; LmPK inh: 8.1%; HCMV antiviral: -25.4; AmpC inh no detg: -32.0%; AMA1-RON2 inh: inconclusive

How did CCOc1ccccc1N1CCN(C(=O)c2cn(CC3CCCCC3)nn2)CC1 do in these assays?
AmpC detergent: -5.4%; TbPYK inhibitor: 1.2%; HCV inhibitor: 11.9%; LmPK inh: -8.4%; HCMV antiviral: 76.5; AmpC inh no detg: 157.1%[activator]; AMA1-RON2 inh: -8.1%

How did CCn1cc(CNC(=O)C2CCC(=O)N(Cc3ccccc3F)C2)cn1 (stereo not drawn) do in these assays?
AmpC detergent: 0.7%; TbPYK inhibitor: -5.2%; HCV inhibitor: 4.7%; LmPK inh: 1.9%; HCMV antiviral: 0.0; AmpC inh no detg: -13.1%; AMA1-RON2 inh: 0.0%

What do the screens show for `Cc1ccc(-c2csc3ncn(CC#N)c(=O)c23)cc1C`?
AmpC detergent: 0.8%; TbPYK inhibitor: 2.4%; HCV inhibitor: -28.5%; LmPK inh: 1.0%; HCMV antiviral: 2.3; AmpC inh no detg: -16.7%; AMA1-RON2 inh: -19.7%
